PrPC TRFRET – reduces human prion protein on the cell surface. cell surface PrPC, TR-FRET read-out. 370,000 tested, 0.43% active. inhibition, % at 13.8 µM. P04156; in the data active = inhibition above about 24%; also: 0% = median of the test wells and 100% = reference compound wells
TcdB GH inh – blocks C. difficile toxin B glycohydrolase activity. P18177. TcdB glycohydrolase enzymatic assay, plate reader. inhibition, % at 9.99 µM. 350,000 tested, 0.24% active; in the data active = inhibition above about 10%
Rv3671c protease – inhibitors of M. tuberculosis serine protease Rv3671c; P9WHR9; inhibition, % at 5.96 µM; 320,000 tested, 0.048% active; AID 2606; in the data active = inhibition above about 38%;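 also: extracellular domain of Rv3671c used as enzyme; 0% = enzyme with DMSO and 100% = no enzyme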
Target sequence (P9WHR9 whole entry, looked up, the tested form may be a part): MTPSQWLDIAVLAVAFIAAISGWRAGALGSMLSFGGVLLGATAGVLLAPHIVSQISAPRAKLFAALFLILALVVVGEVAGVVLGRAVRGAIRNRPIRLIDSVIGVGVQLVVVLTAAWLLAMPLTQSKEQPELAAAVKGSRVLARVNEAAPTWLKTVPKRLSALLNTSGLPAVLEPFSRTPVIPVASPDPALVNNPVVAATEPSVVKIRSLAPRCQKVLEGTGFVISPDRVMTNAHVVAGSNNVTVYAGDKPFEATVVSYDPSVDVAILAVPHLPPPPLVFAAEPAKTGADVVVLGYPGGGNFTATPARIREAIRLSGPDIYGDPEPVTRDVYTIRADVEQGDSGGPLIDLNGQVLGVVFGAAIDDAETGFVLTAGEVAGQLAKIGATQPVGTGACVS
CCHFV vOTU inh – CCHFV vOTU protease inhibition. Pep-AMC fluorescence. 370,000 tested, 0.55% active. AID 651958. inhibition, % at 11.5 µM; in the data active = inhibition above about 30%; also: 0% = vehicle wells with enzyme and 100% = no enzyme wells
SSB-PriA inh – K. pneumoniae PriA-SSBct interaction inhibition; AID 1272365; inhibition, % at 33 µM; AlphaScreen SSBct-PriA binding, biotinylated peptide; 430,000 tested, 0.6% active; in the data active = inhibition mostly above about 37%, no sharp cut-off; inactive = mostly below about 20%;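 also: plate controls were negative control peptide for no effect and reference peptide for full effect; strong numbers were not always called active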
DUSP3 inh – DUSP3 (human) phosphatase inhibition; P51452; recombinant VHR phosphatase, pNPP absorbance; inhibition, % at 13.3 µM; 290,000 tested, 0.52% active; in the data active = inhibition above about 50%; also: some compounds called inactive have numbers as strong as hits
Target sequence (P51452 whole entry, looked up): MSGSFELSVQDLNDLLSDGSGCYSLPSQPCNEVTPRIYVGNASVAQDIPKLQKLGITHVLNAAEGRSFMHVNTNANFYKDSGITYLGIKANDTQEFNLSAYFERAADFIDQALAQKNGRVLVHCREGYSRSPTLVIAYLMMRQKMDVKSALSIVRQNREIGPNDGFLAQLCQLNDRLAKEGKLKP
MazF activator – activators of E. coli MazEF toxin-antitoxin RNase; P0AE70; FAM/BHQ RNA-DNA oligo cleavage fluorescence, 5 h; activation, % at 20 µM; 350,000 tested, 0.32% active; in the data active = activation above about 50%
Target sequence (P0AE70 whole entry, looked up): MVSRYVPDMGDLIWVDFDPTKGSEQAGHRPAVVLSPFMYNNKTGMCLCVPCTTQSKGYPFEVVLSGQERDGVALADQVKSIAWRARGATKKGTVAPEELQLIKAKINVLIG
Yp Topo-I inh – blocks Yersinia pestis topoisomerase I activity; Y. pestis Topo-I cleavage product accumulation, plate reader; activity, % at 10 µM; 360,000 tested, 0.064% active; AID 504884; in the data active = activity above about 50%, passing the limit was not always enough; also: inactives centre near 2
BH1578 lux ind – quorum light induction in luxS cqsA deficient V. cholerae. V. cholerae BH1578 lux reporter, luminescence, 6 h. activation, % at 18.7 µM. 350,000 tested, 0.16% active; in the data active = activation mostly above about 9.7%, no sharp cut-off; also: not every result past the cut was called active; inactives centre near 0; reference of the scale not given here
3CLpro inhibitor – SARS-CoV 3CLpro protease inhibition | 290,000 tested, 0.14% active | recombinant SARS-CoV 3CLpro, quenched FRET peptide cleavage | P0C6X7 | inhibition, % at 6 µM; in the data active = inhibition above about 12%
The depositor's hits bear a star; i = inactive; / = no result given. An excerpt; count on the stated rates, not on these rows.

SMILES	PrPC TRFRET	TcdB GH inh	Rv3671c protease	CCHFV vOTU inh	SSB-PriA inh	DUSP3 inh	MazF activator	Yp Topo-I inh	BH1578 lux ind	3CLpro inhibitor
CN1CCCC(C#CC(O)(c2ccccc2)c2ccccc2)C1 (stereo unspecified)	-8.3	0.3	6.0	13.2	-5.3	3.1	2.0	2.2	-0.8	0.7
COc1ccc(C(=O)NCc2ccc(C)cc2)cc1S(=O)(=O)N1CCCC1	-4.5	2.4	-0.6	2.9	-2.6	/	8.3	8.1	i	/
CCC[C@@H]1CCCC/C=C\CCCC(=O)OCCN1C(=O)OC(C)(C)C	6.9	-3.2	-12.1	6.0	-28.5	/	1.5	16.8	i	/
CCN(CC)C(=O)CC(c1cc(OC)c(OC)c(OC)c1)c1c(OC)cc(OC)c2ccc(=O)oc12 (stereo unspecified)	-4.5	6.5	-0.7	-0.6	-6.2	7.3	6.3	18.5	-0.3	/
Cn1c(=O)oc2cc(S(=O)(=O)Nc3ccccc3F)ccc21	7.8	1.0	1.9	-13.6	-1.4	0.1	1.0	0.2	-0.6	-7.2
COc1cccc(C(=O)NCCC2=CCCCC2)c1OC	-3.2	/	2.9	11.2	-5.8	-0.2	0.2	3.5	-0.6	-0.6
CC(C)NS(=O)(=O)c1ccc(OCC(=O)Nc2ccc(F)cc2F)cc1	/	0.9	-0.6	/	-20.2	24.4	5.8	-2.0	i	-0.4
CCCn1nnnc1NCc1ccccc1OCc1ccc(F)cc1	-5.6	/	-5.8	9.0	-15.1	9.9	4.4	8.5	-1.7	2.2
CC1=NN2C(=N)/C(=C\c3cc(C)n(Cc4ccccc4)c3C)C(=O)N=C2S1	4.6	0.6	1.0	3.5	-7.0	-4.3	-16.7	1.6	-0.6	-0.3
N#Cc1ccc(S(=O)(=O)N2CCC(C(=O)N3CCN(Cc4ccc5c(c4)OCO5)CC3)CC2)cc1	-10.6	-1.3	-16.6	9.6	7.1	/	2.4	16.6	i	/
O=C(O)CCC(=O)N(Cc1ccco1)C1CC(=O)N(c2ccccc2)C1=O (stereo unspecified)	-2.4	2.4	-4.0	-11.7	-10.8	4.3	10.5	-10.8	-0.2	1.5
CC(=O)C1=C(C)NC(C)=C(C(C)=O)C1c1ccc(-c2ccccc2Cl)o1	-3.1	/	/	-5.2	-9.1	21.4	-5.0	-5.6	i	-4.5
Cc1ccc(S(=O)(=O)N2CCCCC2)cc1C(=O)NCCCN1CCOCC1	1.4	0.7	6.0	5.7	2.6	-3.0	6.1	-5.0	/	-1.7
CC1CCC(NC(=O)CN2C(=O)NC3(CCCCCC3)C2=O)CC1 (stereo unspecified)	1.4	0.5	1.7	7.6	-11.0	/	-0.4	-3.0	-2.1	/
O=C(O)c1cc(NC(=O)c2ccccc2[N+](=O)[O-])ccc1O	-10.6	2.3	3.3	-5.9	-4.1	6.5	-7.1	2.7	i	0.7
O=C(Nc1ccccc1)C1CCCN1C(=O)Nc1ccccc1[N+](=O)[O-] (stereo unspecified)	-24.5	-1.1	0.8	9.8	-7.1	5.1	7.7	1.9	-0.1	3.4
CC1=C(C(=O)Nc2ccccc2)C(c2ccccc2[N+](=O)[O-])NC(=O)N1 (stereo unspecified)	-3.0	1.6	-3.0	-2.0	3.0	-6.4	10.1	4.8	-0.3	3.8
O=C(O)[C@H]1NC[C@H]2C[C@H]21	-7.3	1.3	6.6	-0.5	-6.4	9.1	7.9	11.1	-0.3	-1.3
Cn1c(=O)n(Cc2ccccc2Cl)c(=O)c2c1[nH]c(=S)n2C	7.0	1.1	6.6	-11.3	1.3	-20.5	1.0	4.1	1.6	3.4
Cc1ccc(O)c(N=Nc2ccc(S(=O)(=O)N3CCOCC3)cc2)c1	-23.8	0.4	3.7	-1.2	39.0*	13.9	4.0	4.3	-0.2	2.6
COc1ccc(OC)c(C(O)c2ncc(-c3ccccc3OC)[nH]2)c1 (stereo unspecified)	-0.7	0.9	/	4.3	/	/	/	-2.8	i	/
CC12CCC(C(=O)Nc3ccc(Br)cn3)(OC1=O)C2(C)C (stereo unspecified)	-4.5	0.6	2.5	-0.1	-3.5	13.3	2.4	1.2	-1.4	-0.6
COc1ccc(-c2coc3cc4oc(=O)cc(-c5ccccc5)c4cc23)cc1F	-6.8	/	-10.1	11.3	-1.7	2.6	-2.9	1.2	0.3	1.3
COC(=O)CCSCC(=O)N1N=C(c2ccc(OC)cc2)CC1c1cccc(OC)c1OC (stereo unspecified)	-1.2	3.1	-4.2	5.9	-0.2	11.9	47.4	8.3	2.3	3.2
CC(C)C(=O)NC(c1cccc([N+](=O)[O-])c1)c1ccc2cccnc2c1O (stereo unspecified)	29.0*	0.8	15.1	-1.0	-1.2	12.1	4.4	9.1	0.0	1.5
O=C1N(c2ccccc2)C2CS(=O)(=O)CC2N1c1ccc(Cl)c(Cl)c1 (stereo unspecified)	-0.4	/	2.2	-1.9	-14.9	12.8	1.4	-9.7	-0.2	1.5
COc1ccc(-c2ccc(NC(=O)c3ccco3)cc2)nn1	-5.1	0.0	-11.8	-2.5	-6.7	/	/	1.5	i	/
O=C(NCC1CCCCC1)c1ccc2nc([C@H]3C[C@H](O)[C@@H](CO)O3)[nH]c2c1	1.6	0.2	/	-2.2	/	/	/	-7.4	i	/
Cc1ccc(C(=O)n2c(N)nc3ccccc32)cc1	24.9*	-0.5	-5.8	16.8	6.3	9.5	1.3	-2.7	0.4	-3.8
CCC(Sc1ncccc1C(=O)OCCN1CCCC1=O)C(=O)NCc1ccco1 (stereo unspecified)	-1.5	/	1.7	-5.9	4.3	30.1	3.6	17.8	-0.1	1.5
CCOc1ccc(NC(=O)CC2C(=O)Nc3ccccc3N2C(=O)c2ccccc2)cc1 (stereo unspecified)	-10.5	-0.7	2.7	1.5	-2.5	5.6	0.9	9.6	1.2	1.6
COc1ccc2c(-c3ccccc3)cc(SCC(=O)NC(N)=O)nc2c1	-1.8	-0.1	2.4	-0.4	-6.3	30.1	-2.3	23.4	1.6	-0.3
COc1ccccc1NC(=O)c1c([N+](=O)[O-])c(C(C)(C)C)nn1C	-2.6	2.1	-5.8	6.1	-0.2	12.8	-2.0	-1.9	i	-1.5
CCCCN(CCCC)CC(O)COc1ccccc1C(=O)Nc1ccccc1 (stereo unspecified)	0.4	1.0	-5.5	11.2	-3.1	-3.2	5.2	9.6	i	1.0
O=C(Nc1cccc(C(F)(F)F)c1)c1cc2c(s1)-c1ccccc1OC2	-7.2	/	-12.6	-39.1	-26.8	-0.2	10.5	5.5	0.0	3.9
CS/C(N)=N/N=C/c1ccc([N+](=O)[O-])cc1	-20.8	/	5.4	4.3	/	24.6	8.2	4.1	/	1.4
Cn1c(=O)c2c(ncn2CCOc2cccc(Br)c2)n(C)c1=O	10.3	0.1	3.9	-12.8	-2.0	-2.4	3.0	4.1	-0.6	-1.3
Cc1cccc(NC(=O)Nc2ccc(C#N)cc2)n1	11.4	-3.6	0.9	10.5	-12.2	-10.4	-26.3	0.7	-0.2	4.0
CCN(CC)c1cc(C)c2cc(NC(=O)c3ccccc3OC)ccc2n1	-3.8	1.5	7.0	14.3	-6.4	20.7	7.4	6.9	-0.3	-2.5
NCc1csc(NC(=O)Nc2cccc(C(F)(F)F)c2)n1	-2.4	1.7	/	-2.9	/	/	/	-16.6	i	/
CC(=O)c1ccc(NC(=O)Nc2ccc3c(c2)nc(C)n3C)cc1	4.1	1.2	4.8	12.2	-3.0	4.3	-6.9	1.3	i	-1.8
CCn1c(C)nc2cc(C(=O)N/N=C/c3ccc(O)cc3)ccc21	-9.1	13.8*	3.7	-3.2	/	-8.5	-9.5	-0.5	-0.3	0.9
COc1ccc(NC(=O)Nc2ccc(F)cc2)c(C)c1	-3.7	0.4	-0.9	11.6	-3.7	32.5	-3.0	0.5	-0.2	5.9
Cc1cc(-c2nnc(SCC(=O)c3ccc4c(c3)OCCO4)o2)no1	-1.9	0.5	-9.1	-7.2	1.1	-6.9	-2.0	4.1	i	0.3
O=C(Cc1ccccc1)N1CCN(C(=O)c2cccs2)CC1	-0.5	/	6.2	20.0	-10.9	15.4	1.5	2.4	1.4	-4.0
CC[C@@]1(C(=O)OC)N[C@H](CN(C)C(=O)c2ccc(C)cc2)[C@@H]2C(=O)N(Cc3ccccc3)C(=O)[C@@H]21	2.7	1.4	3.5	-7.0	-7.3	/	5.2	19.2	-1.0	/
Cc1ccc(Oc2nnc(-c3ccccc3)c3ccccc23)cc1	-6.2	0.5	-2.3	-7.7	-16.8	40.7	4.3	8.4	0.0	2.1
O=C(NCCS(=O)(=O)c1ccc(Cl)cc1)c1ccc(F)cc1	4.5	2.1	9.3	-3.7	-11.7	8.3	2.4	3.6	i	-5.2

Pulled one by one from the entries so far:
SMILES	PrPC TRFRET	TcdB GH inh	Rv3671c protease	CCHFV vOTU inh	SSB-PriA inh	DUSP3 inh	MazF activator	Yp Topo-I inh	BH1578 lux ind	3CLpro inhibitor
CC(=O)c1ccc(NC(=O)Nc2ccc3c(c2)nc(C)n3C)cc1	4.1	1.2	4.8	12.2	-3.0	4.3	-6.9	1.3	i	-1.8
Cc1ccc(Oc2nnc(-c3ccccc3)c3ccccc23)cc1	-6.2	0.5	-2.3	-7.7	-16.8	40.7	4.3	8.4	0.0	2.1
CCn1c(C)nc2cc(C(=O)N/N=C/c3ccc(O)cc3)ccc21	-9.1	13.8*	3.7	-3.2	/	-8.5	-9.5	-0.5	-0.3	0.9

More entries follow.
SMILES	PrPC TRFRET	TcdB GH inh	Rv3671c protease	CCHFV vOTU inh	SSB-PriA inh	DUSP3 inh	MazF activator	Yp Topo-I inh	BH1578 lux ind	3CLpro inhibitor
CN1CCn2cnc(C(=O)NCCCCCNC(=O)OC(C)(C)C)c2C1=O	-2.2	-0.9	/	-1.2	/	/	5.9	-6.3	-0.4	/
OCCNc1nc(OCC(F)(F)F)nc(N2CCN(C34CC5CC(CC(C5)C3)C4)CC2)n1	-10.5	/	5.3	11.9	-15.7	1.4	5.5	3.7	7.1	-1.6
COc1ccc(/C(C)=N/Nc2ccc(C(=O)O)cc2)c(OC)c1	4.4	/	-9.5	8.3	/	5.7	1.8	-3.6	-0.2	-0.9
CS(=O)(=O)c1ccc(Cl)c(NC(=O)COC(=O)COc2ccc3c(c2)CCC3)c1	0.1	0.4	-0.3	0.7	/	/	3.9	20.2	i	/
Cn1cc(CNC(=O)Nc2ccc3c(c2)OCO3)cn1	-0.2	/	-11.4	1.1	-18.9	-4.1	3.5	-6.1	-0.4	0.0
COc1ccc(C(=O)Nc2c(N)nc(SCC(=O)N3CCC(C)CC3)[nH]c2=O)cc1OC	2.1	0.8	-0.3	5.1	-5.4	33.5	3.5	-2.9	-0.2	-1.1
Cc1cc(NC(=O)CSc2ccc3nnc(CCNC(=O)c4ccccc4)n3n2)no1	8.2	-0.5	-7.0	-3.0	-1.7	15.4	-5.5	-11.2	i	1.9
O=C(Nc1ccc2c(c1)C(=O)NC2=O)c1cccc(C(F)(F)F)c1	5.5	-0.4	-12.3	-11.7	-10.4	21.2	7.5	4.1	-0.1	-4.3
COc1ccc(C2C(C(=O)N3CCC(C(N)=O)CC3)CC(=O)N2c2ccc(OC)cc2)cc1 (stereo unspecified)	4.5	0.2	-2.3	-2.7	-12.9	8.2	0.9	-5.6	-0.7	-0.3
Cc1n[nH]c(C)c1S(=O)(=O)N1CCCC(C(=O)NC2CCCCC2)C1 (stereo unspecified)	7.4	-0.1	6.6	0.4	-9.8	21.1	4.0	-1.6	-0.2	-1.4
c1ccc(NCCCNc2ccccc2)cc1	-1.9	/	0.7	2.6	19.0	-18.6	8.3	-9.1	-2.2	-3.1
CC(=O)c1ccc(N2CCN(C(=O)CNC(=O)c3ccc(Br)o3)CC2)cc1	0.2	-0.6	/	15.0	/	/	9.1	-0.5	-0.5	/
